HP1b chromo inh: HP1-beta chromodomain-methylated histone interaction inhibition; P83916; AlphaScreen HP1-beta / biotin-H3K9me3 peptide binding; Potency, µM (top dose mostly 114 µM), for inactives: at the highest dose activity change, negative = inhibition, actives largely listed as inhibitors; hit rate 0.56% among 390,000; AID 540317; further: nearly all actives have a fitted effect of over 70% in size; inactives centre near 23
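HP1-beta protein (50 nM final) preincubated 30 min at room temperature with biotinylated H3(1-18)K9me3 peptide (50 nM) in PBS pH 7.4, 0.01% Tween-20, then compound added for 30 min. AlphaScreen streptavidin donor/nickel chelate acceptor beads (10 ug/mL final), 30 min dark, luminescence read.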
BAZ2B inh: blocks human BAZ2B; hit rate 4.4% among 360,000; Potency, µM (doses to about 114 µM), without a hit: top-dose activity change, negative = inhibition, actives largely listed as inhibitors; AlphaScreen BAZ2B-H3K14Ac peptide displacement; Q9UIF8; AID 504333; further: on the % scale 0 is the no-effect control and ±100 the full control effect; nearly all actives have a fitted effect of over 60% in size
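BAZ2B (50 nM) with biotin-H3(5-23)K14Ac peptide (50 nM) in PBS pH 7.4, 0.01% Tween-20, preformed 30 min, then compound 30 min at room temperature; top concentration 110uM. AlphaScreen streptavidin donor/nickel chelate acceptor beads (10 ug/mL final), 20 min dark, signal read.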
G9a inh: blocks human histone lysine methyltransferase G9a. Potency, µM (titrated, usually from 102 µM), inactives show top-dose activity, negative = inhibition, hits mostly inhibitors. G9a H3K9 monomethylation, AlphaScreen, 2 h. Q96KQ7. hit rate 8.8% among 350,000; further: on the % scale 0 is the no-effect control and ±100 the full control effect; nearly all actives have a fitted effect of over 75% in size
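Step 1: enzyme (final 20 nM) with compound, 15 min RT. Step 2: substrate peptide 500 nM and SAM 20 uM, 2 h RT. Step 3: anti-H3K9me1 antibody and AlphaScreen beads, 10 min, then plate read.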
GLS inhibitor: inhibitors of human glutaminase (GLS); Potency, µM (doses to about 45.5 µM), for inactives: at the highest dose activity change, negative = inhibition, usual class: inhibitors; GLS enzymatic activity, qHTS titration; hit rate 0.21% among 410,000; further: on the % scale 0 is the no-effect control and ±100 the full control effect
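Read-out is an Amplex red fluorescence increase coupled through glutamate oxidase and HRP, measured before and after 30 min room-temperature incubation. hKGA is in 45 mM KH2PO4 (pH 8.2) with 0.02% Tween-20; glutamine added as 1mM solution.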
POLI inh: blocks human DNA polymerase iota activity. hit rate 1% among 390,000. AID 588590. Q9UNA4. Pol iota fluorescent replication assay, 10 min. Potency, µM (highest dose often 115 µM), without a hit: top-dose activity, negative = inhibition, hits mostly inhibitors
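Pol iota at 10 nM preincubated 15 min with compounds at room temperature; reaction started with fluorescent substrate, 50 nM final. Fluorescence read kinetically at 0 and 10 min; buffer-only wells as negative control.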
PGK inhibitor: inhibitors of T. brucei phosphoglycerate kinase; PGK/GAPDH coupled, Kinase-Glo luminescence, 60 min; Potency, µM (top dose mostly 57.5 µM), for the others: top-dose activity change, negative = inhibition, usual class: inhibitors; hit rate 0.043% among 380,000; AID 602233; further: on the % scale 0 is the no-effect control and ±100 the full control effect; nearly all actives have a fitted effect of over 60% in size
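Luminescent ATP detection (Kinase-Glo Plus) follows a 60-minute room-temperature incubation, with wells lacking PGK as controls. Buffer: 100 mM TEA (pH 7.6), 5 mM MgCl2, 0.01% Tween-20. Coupling enzyme GAPDH (100 nM final) supplies unstable 1,3-BPG in-well.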
JMJD2A Tudor: JMJD2A Tudor domain (human) inhibition | O75164 | AlphaScreen JMJD2A-Tudor / H3K4me3 peptide binding | Potency, µM (top dose mostly 114 µM), for inactives: top-dose activity change, negative = inhibition, most hits filed as inhibitors | hit rate 4.4% among 390,000 | AID 504339; further: on the % scale 0 is the no-effect control and ±100 the full control effect; nearly all actives have a fitted effect of over 50% in size
Pin1 inhibitor: human Pin1 inhibition. Q13526. Pin1 FP peptide displacement, HiFluor488, 10 min. Potency, µM (top dose mostly 115 µM), for inactives: at the highest dose activity, negative = inhibition, most hits filed as inhibitors. hit rate 0.009% among 390,000; active means well fitted inhibition curve with a large enough effect in the polarisation, with a control signal flat, not every such curve was filed as active; inconclusive means small, poorly fitted or top-dose-only effect, or effect the other way, or a change in a side signal; inactive means no such curve, though single readings can be large or run the other way; the % refers to the polarisation; further: on the % scale 0 is the no-effect control and ±100 the full control effect
BLM helicase inh: Bloom syndrome helicase (human) inhibition; P54132; recombinant BLM DNA unwinding, fluorescence dequenching; Potency, µM (titrated, usually from 56.1 µM), inactives show top-dose activity change, negative = inhibition, actives largely listed as inhibitors; hit rate 0.2% among 350,000;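 further: plate controls were vehicle for no effect and no enzyme for full effect; nearly all actives have a fitted effect of over 35% in size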
The depositor's hits bear a star; ? = inconclusive; / = not tested or not shown; & = joins results of further samples; [ ] = remark or other dose. Unless noted, the call rests on the fitted dose curve; in most records, active means well fitted curve in the direction sought with a large enough effect; inconclusive means small, poorly fitted or top-dose-only effect, or another doubt; inactive means no such curve, though single readings can be large; an effect the other way counts as inactive or inconclusive. Potency means the concentration at half of the fitted maximal effect. Some of the compounds tested; rates above refer to the full screens.

Values in the order – HP1b chromo inh | BAZ2B inh | G9a inh | GLS inhibitor | POLI inh | PGK inhibitor | JMJD2A Tudor | Pin1 inhibitor | BLM helicase inh
1	CCN=C1NN=C(c2c[nH]c3ccccc23)CS1
  10% | -8% | / | ? | 62%[activator] | 8% | -20% | 0% | 4%
2	CS(=O)(=O)Nc1ccc2c(c1)C(=O)OC2
  18% | 11% | -2%[12.7 µM] | 1% | 27% | -6% | -6% | -2% | 2%
3	COc1ccc(Cn2c(SCc3ccc(C(=O)NC(C)C)cc3)nc3cccnc32)cc1
  54%[activator] | 2% | -7%[59 µM] | 2% | -11% | -6% | -8% | 1% | 5%
4	CC1(C)CC(=O)C(c2c[nH]c3ccccc23)C(=O)C1
  51%[activator] | 16% | / | 9% | 16% | -3% | 3% | -4% | -7%
5	Cc1cn(C2CC3OCC(NC(=O)C(NC(=O)OC(C)(C)C)C(C)OCc4ccccc4)C3O2)c(=O)[nH]c1=O (stereo unspecified)
  14% | / | / | / | 10% | / | -3% | -10% | 2%
6	CC(NC(=O)CSc1nc(=O)cc(N)n1-c1ccccc1)c1ccccc1 (stereo unspecified)
  41%[activator] | 6% | 12%[59 µM] | 11% | -4% | -1% | -7% | -4% | -1%
7	COc1ccccc1-c1cc2nc(C)c(CCC(=O)NCc3ccc(F)cc3)c(C)n2n1
  25% | 8% | / | 7% | 9% | 10% | -3% | 2% | -2%
8	COc1ccc(CCN2C(=O)CSC2c2cccc([N+](=O)[O-])c2)cc1OC (stereo unspecified)
  20% | -6% | 3% | -8% | 3% | -2% | -15% | 5% | 4%
9	c1ccc(CNc2ccccn2)cc1
  38% | -3% | -7% | 0% | -15% | -8% | 1% | -4% | 1%
10	Cc1ccccc1Nc1sc(C(=O)c2ccc3c(c2)OCO3)c(N)c1S(=O)(=O)c1ccccc1
  14%[57 µM] | -21% | 7%[59 µM] | -16% | -6% | -1% | -29% | 6% | -6%
11	O=C(Cn1nnc(-c2ccc3c(c2)OCO3)n1)NCc1ccccc1
  30% | -4% | / | -15% | 144%[activator] | 0% | -7% | 2% | 1%
12	COc1ccc(-n2c(Cc3cccn3C)nnc2SCC(=O)Nc2ccc(C)cc2C)cc1
  -5% | ? | 45µM* | 6% | -2% | -5% | ? | 2% | -3%
13	CCCCn1c(CCC(=O)O)nc2cc(S(=O)(=O)N(CC)CC)ccc21
  -2% | -23% | ? | -2% | ? | -2% | -26% | ? | -4%
14	COc1ccc(N2CC(C(=O)N[C@@H](CC(C)C)C(=O)NC3CCCCC3)CC2=O)cc1 (stereo partly specified)
  31% | 10% | -33% | -5% | ? | 3% | 1% | -3% | -2%
15	Cc1cc(C(=O)CC#N)c(C)n1CC(F)(F)F
  11% | ? | -24%[0.0925 µM] | 5% | 2% | -7% | -1% | -3% | 3%

Another view of 2 compounds above:
entry	SMILES	HP1b chromo inh	BAZ2B inh	G9a inh	GLS inhibitor	POLI inh	PGK inhibitor	JMJD2A Tudor	Pin1 inhibitor	BLM helicase inh
3	COc1ccc(Cn2c(SCc3ccc(C(=O)NC(C)C)cc3)nc3cccnc32)cc1	54%[activator]	2%	-7%[59 µM]	2%	-11%	-6%	-8%	1%	5%
8	COc1ccc(CCN2C(=O)CSC2c2cccc([N+](=O)[O-])c2)cc1OC (stereo unspecified)	20%	-6%	3%	-8%	3%	-2%	-15%	5%	4%

The results go on:
Values in the order – HP1b chromo inh | BAZ2B inh | G9a inh | GLS inhibitor | POLI inh | PGK inhibitor | JMJD2A Tudor | Pin1 inhibitor | BLM helicase inh
16	CCCn1c(N)c(C(=O)CSc2n[nH]c(-c3ccccc3F)n2)c(=O)n(C)c1=O
  43%[activator] | 3% | 4%[59 µM] | 7% | 25% | 3% | -11% | 7% | /
17	Cn1cccc1/C=N/NC(=O)CSc1nc2ccccc2n1C
  -17% | ? | / | -6% | 98%[activator] | -8% | ? | -1% | -5%
18	CC(C)CC(=O)N1CCN(Cc2ccc3ccccc3c2)CC1
  ? | ? | -3%[0.501 µM] | 6% | 8% | 1% | 25µM* | 4% | 3%
19	Cc1cnc(C)c(N(C)NC(=S)Nc2ccccc2)n1
  38%[activator] | 8% | 24%[59 µM] | 3% | 3% | -4% | -9% | 1% | 2%
20	COc1cccc(-n2ccnc2SCC(=O)Nc2cccc(C)c2C)c1
  -2%[57 µM] | ? | ? | -15% | -10% | 0% | -35% | -5% | -1%
21	CCc1nnc(NC(=O)CSc2nnc(-c3ccco3)n2CCOC)s1
  24% | -13% | -10% | -1% | 52%[activator] | -9% | -7% | -6% | 0%
22	CC(C)C(NC(=O)c1ccco1)C(=O)NCC(c1ccco1)N(C)C (stereo unspecified)
  38% | ? | 13% | -2% | -1% | -10% | -15% | 0% | -1%
23	Cc1ccc2c(c1)cc(C(=O)NCc1ccccc1)n2C
  16% | -2% | / | 7% | ? | -5% | -8% | 1% | -15%
24	COc1cc(-c2nnn(CC(=O)NCc3ccccc3)n2)cc(OC)c1OC
  -4%&38% | -7%&-16% | 0% | 6%&-8% | 51%&23%[activator] | -1% | -13%&-10% | -2%&1% | -5%&-7%
25	COC(=O)c1c(NC(=O)C(=O)NCCCN2CCOCC2)sc2c1CCCC2
  19% | -32% | -20% | 17% | -8% | 8% | -26% | 1% | -7%
26	Cc1cc(C)cc(N(CC(=O)NCc2ccccc2Cl)S(=O)(=O)c2c(C)[nH]c(=O)[nH]c2=O)c1
  14%&39% | -15%&1% | 13% | 3%&12% | 1%&-2% | -4%&-10% | -19%&-11% | 1%&-4% | -2%&1%
27	O=C(Nc1nc(C2C3CC4CC(C3)CC2C4)cs1)c1cc2cc([N+](=O)[O-])ccc2oc1=O (stereo unspecified)
  23% | -3% | -30%[12.7 µM] | -2% | 10% | -10% | -18%[57.1 µM] | -2% | -2%
28	Cc1cc(C)cc(Oc2ccc(NC(=O)C3CC=CCC3C(=O)O)cc2)c1 (stereo unspecified)
  28% | -6% | 3% | 1% | 118%[activator] | 7% | 2% | 1% | 4%
29	CCOC(=O)C1(C(=O)OCC)NC(=O)CC1C(C)C (stereo unspecified)
  32% | / | / | -1% | 102%[activator] | 0% | -6% | -4% | /
30	CCOC(=O)C1(Cc2cccc(OC)c2)CCN(Cc2cccc3cnccc23)CC1
  17% | -12% | / | 6% | ? | -3% | -27% | 1% | -3%
31	CC[C@H](C)[C@H](NS(=O)(=O)c1ccc(C)cc1)C(=O)N1CCC(C(=O)N[C@H](C(=O)O)C(C)C)CC1
  34% | 6% | 8%[59 µM] | 0% | 5% | 3% | -10% | 2% | 2%
32	CC(=O)O[C@H](COc1c2ccoc2cc2oc(=O)ccc12)C(C)(C)O
  23% | 7% | 23%[2.33 µM] | -1% | ? | -3% | -20% | 2% | /
33	CC(C)(C)NC(=O)NCCc1ccccc1
  17% | 0% | / | -5% | 51%[activator] | -1% | -2% | -2% | -2%
34	Cc1ccc(/C=N/NC(=O)c2nnn(-c3nonc3N)c2CSc2ccccc2)s1
  21% | -24% | -4% | -4% | -6% | -1% | -12% | 10% | -9%
35	CN(C)CCOC(=O)CCc1ccccc1
  21% | -29% | -36%[12.7 µM] | 3% | 2% | 0% | -20% | 4% | -2%
36	Cc1nnc(SCC(=O)Nc2c(Cl)cccc2Cl)[nH]c1=O
  22% | 16% | 26%[59 µM] | -12% | ? | -8% | -19% | -2% | -1%
37	Cc1ccc(-c2nn(CC(=O)NCC3CCCO3)c(=O)c3ccccc23)cc1 (stereo unspecified)
  8% | 9% | ? | -1% | 8% | 3% | -12% | -4% | 0%
38	N=C1N(c2ccccc2)C(=S)C(=Nc2ccccc2)N1c1ccccc1
  45µM* | / | / | -4% | 18% | -11% | 25µM* | -10% | /
39	Cc1ccccc1-c1nnc(-c2cccs2)o1
  47%[activator] | -1% | 15% | -7% | 2% | -16% | 4% | 0% | 0%
40	O=C(COC(=O)/C=C/c1ccc(C(F)(F)F)cc1)NCC1CCCO1 (stereo unspecified)
  5% | -3% | -41% | -1% | 18% | 1% | -10% | 3% | /
41	CC(=O)NC(CC(=O)OCC(=O)Nc1cc(S(=O)(=O)N2CCCCC2)ccc1C)c1ccccc1 (stereo unspecified)
  11% | / | / | 10% | 21% | 6% | -8% | 1% | /
42	CCCN1CCN(C(=O)Cn2cnc3sc(C)c(S(=O)(=O)N4CCC(C)CC4)c3c2=O)CC1
  -14% | 4% | 7% | 8% | 35%[activator] | -8% | -16% | -3% | -2%
43	Cc1ccc2oc(=O)cc(/C=C/c3ccccc3)c2c1
  12% | -1% | 21%[59 µM] | -3% | ? | -5% | -5% | 0% | 4%
44	Cc1cc(C)cc(C(=O)N2CCN=C2SCc2ccc([N+](=O)[O-])cc2)c1
  0% | -30% | ? | 2% | 23% | -1% | -25% | ? | -16%
45	O=C(CN1CCOCC1)NNC(=O)c1ccc([N+](=O)[O-])cc1
  6%[57 µM] | -19% | 50µM* | 10% | 22% | 3% | 4% | -4% | 0%
46	O=C(CN1C(=O)N/C(=C\c2ccccc2OCc2ccc(C(=O)O)cc2)C1=O)Nc1ccc(F)cc1
  ? | 71µM* | 24% | 0% | ? | -11% | -33% | 2% | -15%
47	COc1ccc(-c2ccc(=O)n(CC(=O)NCCc3ccccc3)n2)cc1
  8% | 0% | ? | 9% | 0% | 3% | 2% | 3% | -5%
48	C=CCOc1c(Br)cc(/C=N/n2c(CC)n[nH]c2=S)cc1Br
  16% | -3% | ? | 3% | 24% | -5% | ? | 1% | -7%
49	CCOC(=O)C1CCCN(C(=O)c2cc(Nc3ccc(OC)cc3)nc3ccccc23)C1 (stereo unspecified)
  -5% | -37% | -1%[59 µM] | 10% | 9% | -8% | -32% | ? | -5%
50	COc1ccc(C(C)=O)cc1COC(=O)[C@H](Cc1ccccc1)NC(=O)c1ccco1
  26% | / | / | 0% | 51%[activator] | 1% | -19% | 2% | /
51	O=C(Nc1nc(-c2ccccn2)cs1)c1cc(S(=O)(=O)N2CCOCC2)ccc1F
  40%[activator] | 22µM* | ? | 1% | 69%[activator] | 3% | 79µM* | 2% | /
52	C=CCOc1ccc(/C=C\c2nc(O)c([N+](=O)[O-])c(=O)[nH]2)cc1OCC
  3% | -28% | ? | -21% | ? | / | -19% | -4% | -7%
